WT yeast gro inh: growth inhibition of WT yeast, mitochondrial fusion screen. AID 1362. inhibition, % at 10 µM. 2.1% of 190,000 active. mitochondrial fusion phenotypic screen, WT strain; in the data active = inhibition above about 58%; tested in S. cerevisiae
b-catenin transl: beta-catenin nuclear translocation modulation | HeLa beta-catenin nuclear translocation, immunofluorescence imaging | nuclear translocation activity, % at 5 µM | 0.3% of 190,000 active | AID 1665;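 active = nuclear translocation activity above 50% at 5 µM, with a well cell count of 50 or more; inconclusive = wells under 50 cells across six images, flagged as toxic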;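 note: per-cell ratio of nuclear to cytoplasmic median beta-catenin stain intensity; plate controls were DMSO negative control for no effect and GSK-3 inhibitor IX positive control for full effect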
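Assay system: human HeLa cells, native beta-catenin; doses: 5 µM primary, 0.02–20 µM confirmation; incubation: compound treatment 24 h, 37°C, 5% CO2; technique: fluorescence imaging of beta-catenin antibody stain plus DAPI; measure: % activation, nuclear-to-cytoplasmic median beta-catenin signal ratio per cell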
HIV fusion peptide: inhibitors of HIV fusion peptide binding, primary screen, biochemical, uHTS, fluorescence dequenching (AID 1986); 0.3% of 290,000 active; cell-free peptide binding, fluorescence dequenching, 30 min; higher % means a stronger effect; inhibition, % at 20 µM, or IC50 in µM where a hit was titrated; in the data active = inhibition mostly above about 52%, no sharp cut-off; inactive = mostly below about 76%; note: some results filed as inactive read as strong as hits
MT stabilizer: stabilizes microtubules in HeLa cells; HeLa tubulin immunostaining HCS, 24 h; share of cells brighter than vehicle mean+2SD; % tubulin-high responders, % at 10 µM; 0.83% of 200,000 active; AID 2205;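 active = plate Z-score above 3 for both tubulin-high and condensed-nucleus cell shares, with cell loss under 80%, at 10 µM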;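 note: anti alpha tubulin signal scored within the nucleus-defined area of each cell; some results filed as inactive read as strong as hits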
AID2073: inhibitors of Mint1-CaV2.2 protein interaction, biochemical, HTRF (AID 2073). inhibition, % at 20 µM; hits with a dose series show IC50 in µM. HTRF protein-protein interaction, Mint1-CaV2.2; higher % means a stronger effect. 0.19% of 290,000 active; in the data active = inhibition mostly above about 51%, no sharp cut-off; inconclusive = no clear call, values can overlap the other calls; inactive = mostly below about 53%; note: some results filed as inactive read as strong as hits
Autophagy HCS: autophagy modulation, high-content screen. 0.98% of 190,000 active. MEF GFP-LC3 puncta imaging; test concentration mostly 10 µM. calls only at 10 µM (by protocol);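 active = percentage of spot-positive cells more than 3 SD above its plate mean, without a fluorescence outlier flag or 80% toxicity; inconclusive = no clear call, values can overlap the other calls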;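 note: spot-positive cell cutoff set from DMSO-treated cells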
Dynein transport: dynein cargo transport inhibition; z-score, hits read low; 0.47% of 220,000 active; 3617.4 mouse cells, GR-EGFP nuclear translocation imaging; test concentration mostly 20 µM; stimulated with dexamethasone, 1 µM; active compounds read low;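 active = plate z-score of nuclear minus cytoplasmic receptor signal below a set negative limit, without overly bright fluorescence or cell loss, cut at about -3.5 in these data, passing the limit was not always enough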;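 note: z-score of nuclear minus cytoplasmic ring GR-EGFP intensity difference per well; some compounds called inactive have numbers as strong as hits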
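Buffer or medium – tet-free medium with charcoal-stripped serum · Signal – automated 10x imaging of fixed Hoechst-stained cells · Also added – dexamethasone agonist, 1.0 µM final, for 30 min · Incubation – induction 48 h, compound 1 h, agonist 30 min · Read-out – GR-EGFP nuclear translocation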
Yfh1-off respiration: enhancers of respiration in Yfh1-depleted yeast, dose response, Friedreich's ataxia, plus single-dose screen (AID 1465); S. cerevisiae Yfh1-off respiration, WST-1 reduction, 72 h; higher fold induction means a stronger effect; fold induction at 50 µM; hits with a dose series show EC50 in µM; 0.074% of 220,000 active;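 active = fold induction of absorbance versus untreated yeast above a set limit, then at least 30% activation at any dose in follow-up; inconclusive = repeats straddling the limit, or above it without dose testing; inactive = fold induction below the set limit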;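 note: activators that raise dye reduction in frataxin-depleted yeast; strong numbers were not always called active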
Insulin prom up: MIN6 insulin promoter up-regulation; AID 1625; MIN6 insulin promoter-GFP reporter, high-content imaging; active compounds read high; 0.3% of 190,000 active; z-score at 5 µM;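 active = z-score above 3 at 5 µM with at least 500 cells counted in the well; inconclusive = wells under 500 cells, flagged as cytotoxic or low count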
WT yeast gro inh mutant strain: second read-out of WT yeast gro inh, no call of its own (marks repeat the call); inhibition, %; mitochondrial fusion phenotypic screen, mutant strain inhibition
Dynein transport cytoplasmic EGFP: further read-out of Dynein transport, marked with its call; z-score; measured here: cytoplasmic GR-EGFP intensity; active compounds read high
Dynein transport nuclear GR-EGFP: recorded beside Dynein transport, whose call it bears; z-score; measured here: nuclear GR-EGFP intensity;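 lower value marks the stronger effect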
Dynein transport cell count: also measured in Dynein transport; calls as there; z-score; measured here: cell count per field
Insulin prom up cell count: also measured in Insulin prom up; calls as there; cell count; measured here: cytotoxicity, nuclei count;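 total cells summed across four imaged fields per well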
b-catenin transl cell count 5 µM: recorded beside b-catenin transl, whose call it bears; cell count; measured here: cell count, cytotoxicity flag
MT stabilizer Hoechst-high %: recorded beside MT stabilizer, whose call it bears; % Hoechst-high responders; measured here: nuclear condensation Hoechst responders;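 share of cells brighter than vehicle mean plus two SD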
MT stabilizer cytotoxicity %: recorded beside MT stabilizer, whose call it bears; toxicity, %; measured here: cytotoxicity by cell density;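 0% = mean cell density of plate MIN control wells and 100% = no cells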
Autophagy HCS cell loss 18 h: recorded beside Autophagy HCS, whose call it bears; toxicity, %; measured here: cell loss, nuclei count;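 cell loss after 18 h compound exposure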
Starred values were filed as active, the others as inactive; i = inactive; ? = inconclusive; · = not tested or not shown; + = active, no number.

SMILES	WT yeast gro inh	WT yeast gro inh mutant strain	b-catenin transl	b-catenin transl cell count 5 µM	HIV fusion peptide	MT stabilizer	MT stabilizer Hoechst-high %	MT stabilizer cytotoxicity %	AID2073	Autophagy HCS	Autophagy HCS cell loss 18 h	Dynein transport	Dynein transport cytoplasmic EGFP	Dynein transport nuclear GR-EGFP	Dynein transport cell count	Yfh1-off respiration	Insulin prom up	Insulin prom up cell count
CCOC(=O)C1CCN(C(=O)C2CCN(S(=O)(=O)c3cccc4cccnc34)CC2)CC1	-5.9	-6.2	-1.2	1201	9.7%	5.2	1.0	5.4	-2.4%	·	·	-1.33	-0.266	-0.67	0.649	i	-1.77	1003
CC(=O)N(c1cccc(C)c1)S(=O)(=O)c1ccc(Cl)cc1	-6.1	19.9	-2.5	1086	-1.5%	3.5	2.1	9.0	-12.2%	i	0.2	-0.13	-0.317	0.207	0.347	i	-0.07	1248
O=C(c1cccs1)N1CCN=C1SCc1ccccc1	6.2	-17.8	0.5	1046	2.5%	2.1	2.4	1.8	2.3%	i	-1.8	0.27	-0.291	-0.00756	0.207	i	0.15	1197
CCOc1ccc(N(Cc2ccc(OC)cc2)C(=O)c2ccco2)cc1	11.8	-21.6	-2.0	1043	0.3%	2.3	3.6	2.3	22.4%	i	-7.0	0.699	-0.156	0.272	0.372	i	-0.41	1355
COc1ccccc1Nc1nc(N)nc(CN2CC(C)CC(C)C2)n1 (stereo not drawn)	1.2	1.6	0.5	1011	-0.8%	3.3	1.3	1.3	2.5%	i	1.6	0.557	-0.231	0.433	-0.686	i	-0.74	1245
CS(=O)(=O)N(CC(=O)Nc1ccccc1Sc1ccccc1)C1CCCCC1	33.8	15.7	·	·	0.5%	2.6	1.3	9.7	-0.6%	i	-2.5	0.628	-0.371	0.538	-0.116	i	2	818
O=S(=O)(NCc1ccccn1)c1ccc(Br)s1	-5.4	0.0	-1.9	1195	1.4%	2.2	2.1	6.3	-2.1%	i	9.8	-0.697	-0.0279	-0.263	0.166	i	-0.24	955
CN(C)/C=N/c1nc2nccc(-c3cccnc3)n2n1	-4.8	3.0	0.9	1035	-1.4%	3.4	2.6	4.3	?	i	9.1	0.167	-0.383	0.117	0.863	i	1.56	1241
CCOC(=O)C1CCN(S(=O)(=O)c2ccc(-c3cc(C(F)(F)F)n(C)n3)s2)CC1	·	·	-1.8	1184	-0.8%	·	·	·	10.9%	·	·	-0.897	-0.214	-0.469	0.64	i	·	·
Cc1c(NC(=O)/C=C/c2ccc(S(=O)(=O)N3CCOCC3)cc2)c(=O)n(-c2ccccc2)n1C	-9.0	-16.9	-1.6	1122	0.8%	3.6	1.4	6.2	4.7%	i	-4.2	0.153	-0.301	-0.000173	0.374	i	0.33	1195
COC1CCCCC1Nc1cccc(SC)c1 (stereo not drawn)	-0.8	-14.0	0.5	1025	-1.7%	2.6	0.3	7.3	-9.9%	i	-6.2	1.24	-0.258	0.946	-0.149	i	0.49	1090
C=CCn1c(O)c(N=O)c2ccccc21	·	·	0.8	1261	-1.4%	·	·	·	5.7%	·	·	-0.0618	-0.251	-0.0244	1.22	i	0.09	956
CCOc1ccc(NC(=S)Nc2ccc(C)c([N+](=O)[O-])c2)cc1	2.0	3.3	·	·	0.9%	2.4	1.4	8.9	-5.0%	i	6.0	-0.718	-0.042	-0.125	0.000664	i	-0.24	971
C#C[C@]1(O)CC[C@H]2[C@@H]3CCc4cc(OC)ccc4[C@H]3CC[C@@]21C	23.8	0.0	1.4	600	0.3%	5.4	3.5	8.9	5.2%	+	2.3*	0.856	-0.305	0.629	0.361	i	·	·
O=c1[nH]c2ccc(Cl)cc2c(=O)n1Cc1ccco1	-10.1	3.1	0.5	1000	-1.1%	2.0	2.1	17.3	-1.4%	i	-1.7	-0.22	-0.145	0.268	0.109	i	0.16	1257
COc1cccc(C2=NOC(C(=O)NCCCn3ccnc3)C2)c1 (stereo not drawn)	0.2	1.6	-3.4	1198	-0.4%	4.3	2.4	2.7	15.7%	i	1.3	2.86	-0.0675	2.08	-1.44	i	0.61	888
COc1ccc(CC(=O)OCC(=O)NCc2ccccc2Cl)cc1OC	-3.0	-18.7	1.6	1080	0.3%	2.8	2.2	2.0	3.1%	i	-4.4	-0.377	-0.226	-0.15	0.546	i	0.01	1164
COc1ccccc1/C=C(/C(=O)OCC(=O)Nc1cc(C)ccc1C)c1ccccc1	26.9	15.3	0.0	912	1.9%	2.6	2.0	2.0	4.0%	i	-5.8	0.0254	-0.189	0.0777	1.21	i	-0.13	1260
CCOC(=O)C1CCN(C(=O)CN(Cc2ccc(Cl)cc2)S(C)(=O)=O)CC1	0.5	-6.6	0.3	1047	0.0%	1.6	1.7	4.4	-3.5%	i	-1.5	-0.599	0.000819	0.223	-1.23	i	0.48	1857
O=C(NCCCn1ccnc1)c1ccccc1NS(=O)(=O)c1ccc(F)c(F)c1	-15.0	0.3	-0.3	993	0.6%	3.0	1.6	7.6	?	i	-8.9	-0.0205	-0.26	0.371	1.18	i	0.58	783
O=C(NCCN1CCN(c2cccc(Cl)c2)CC1)C1CCCN(S(=O)(=O)c2cnc[nH]2)C1 (stereo not drawn)	7.7	9.0	·	·	1.7%	3.4	4.0	5.7	-4.8%	i	16.5	-0.871	0.295	-0.377	0.26	i	0.05	1057
CC(C)C(=O)NC(C)C(c1cccs1)N1CCN(C)CC1 (stereo not drawn)	-1.3	5.1	-0.9	1227	-1.4%	12.7	2.2	13.3	6.9%	i	-5.2	0.0525	-0.173	0.169	0.267	i	-0.25	1490
CN1CC=C2C(C#N)=C(N)C(C#N)(C#N)[C@H](c3cccc(Cl)c3)C2C1 (stereo partly drawn)	6.8	-1.1	0.5	990	25.6%	1.2	1.6	7.3	0.5%	?	·	0.56	30.6	3.77	-0.448	i	·	·
Cc1ccccc1-c1nc(CS(=O)CC(=O)NCCCN(C)c2ccccc2)c(C)o1 (stereo not drawn)	2.9	5.9	0.7	1398	-2.0%	4.9	3.8	8.1	1.7%	i	7.8	-0.906	-0.112	-0.322	0.766	i	-0.01	1434
COC(=O)c1ccc(/C=N/OCC(=O)NC2CCCCCCC2)cc1	-25.8	13.3	-1.6	1185	-1.6%	2.0	1.5	0.5	-6.1%	i	5.2	-0.155	-0.213	-0.0727	0.34	i	0.65	930

Continued (2 carried over from the part before).
SMILES	WT yeast gro inh	WT yeast gro inh mutant strain	b-catenin transl	b-catenin transl cell count 5 µM	HIV fusion peptide	MT stabilizer	MT stabilizer Hoechst-high %	MT stabilizer cytotoxicity %	AID2073	Autophagy HCS	Autophagy HCS cell loss 18 h	Dynein transport	Dynein transport cytoplasmic EGFP	Dynein transport nuclear GR-EGFP	Dynein transport cell count	Yfh1-off respiration	Insulin prom up	Insulin prom up cell count
Cc1ccccc1-c1nc(CS(=O)CC(=O)NCCCN(C)c2ccccc2)c(C)o1 (stereo not drawn)	2.9	5.9	0.7	1398	-2.0%	4.9	3.8	8.1	1.7%	i	7.8	-0.906	-0.112	-0.322	0.766	i	-0.01	1434
COC(=O)c1ccc(/C=N/OCC(=O)NC2CCCCCCC2)cc1	-25.8	13.3	-1.6	1185	-1.6%	2.0	1.5	0.5	-6.1%	i	5.2	-0.155	-0.213	-0.0727	0.34	i	0.65	930
N#CCC(=O)N/N=C/c1cn(Cc2ccccc2C#N)c2ccccc12	·	·	-1.2	1324	-2.0%	·	·	·	-4.9%	·	·	-0.888	-0.238	-0.474	0.0661	i	0.04	1434
COc1ccc(OC)c(-n2cnc3cc(C(=O)O)ccc32)c1	19.8	8.9	-2.0	851	0.2%	3.9	2.0	3.4	-8.4%	i	16.1	-0.832	-0.214	-0.186	0.238	i	0.44	1620
COc1ccc(C(=O)NCc2nc3ccccc3[nH]2)cc1OC	9.2	-3.6	-0.4	1086	-0.5%	4.0	2.3	3.9	-0.1%	·	·	-0.729	-0.271	-0.366	0.484	i	2.29	1784
CC(SCC(=O)NC12CC3CC(CC(C3)C1)C2)C(=O)O (stereo not drawn)	-9.4	-13.6	-1.3	977	-0.1%	1.9	2.1	7.1	11.4%	i	6.7	0.459	0.0678	1.11	-2.14	i	0.03	1259
CCCCCCCCOC(=O)C1=C(C)Nc2nnnn2C1c1cccs1 (stereo not drawn)	-9.8	3.4	·	·	0.5%	1.7	1.6	6.9	2.6%	i	2.8	2.75	0.408	1.38	-1.69	i	·	·
O=C(O)Cn1cc2c(n1)CCCC2	-5.2	0.4	·	·	0.0%	2.6	1.6	4.9	-8.3%	i	-1.1	-0.212	-0.23	0.0363	-0.373	i	0.2	1197
N/C(=N\OS(=O)(=O)c1ccccc1)c1ccncc1	-3.1	10.2	-1.3	1423	1.8%	1.9	2.0	9.8	2.3%	i	9.2	0.637	-0.205	-0.602	-0.381	i	-0.53	1486
O=C(Nc1cccc2cccnc12)c1cccc(N2C(=O)CCC2=O)c1	-21.3	-6.1	-4.1	1008	4.5%	4.2	2.3	11.3	2.3%	i	1.3	0.293	-0.158	0.724	0.185	i	-0.23	1171
COc1cc(=O)n2c(n1)SCCC2	-18.1	-13.9	-2.0	1358	1.4%	3.2	0.8	7.9	-5.0%	i	6.1	0.195	-0.236	0.212	0.626	i	-0.13	1516
O=C(NCc1ccccn1)c1ccc(Cn2cc(Br)cn2)o1	5.1	-33.8	-0.9	1108	0.6%	2.4	2.1	11.1	8.1%	i	7.3	1.64	-0.216	1.66	-0.0971	i	-3.96	704
Cc1ccc(Cl)cc1N=C(N)N=C(N)N	0.9	4.9	-3.5	1010	0.0%	1.6	1.6	10.4	0.2%	i	-4.5	0.245	-0.263	0.827	-0.87	i	0.67	1336

From PubChem

Rows are unselected, and some 4.2% of all compounds hit somewhere here.
